# NR2E3 ag-1 – NR2E3 agonists in two-hybrid cells, primary screen, cell-based, luminescence, CHO-S, Gal4-NCOR/VP16-NR2E3; AID 602229, 2012; luciferase; inhibition of corepressor binding, % at 3.98 µM; 360,000 compounds, 0.35% hits;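 active = inhibition above the mean of all tested compounds plus 3 SD, cut at about 70% in these data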;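 note: 0% = DMSO with NR2E3 transfected cells and 100% = cells lacking NR2E3 construct; higher means lower luciferase signal from less NR2E3 corepressor binding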
# Target sequence (Q9Y5X4 whole entry, looked up, the tested form may be a part): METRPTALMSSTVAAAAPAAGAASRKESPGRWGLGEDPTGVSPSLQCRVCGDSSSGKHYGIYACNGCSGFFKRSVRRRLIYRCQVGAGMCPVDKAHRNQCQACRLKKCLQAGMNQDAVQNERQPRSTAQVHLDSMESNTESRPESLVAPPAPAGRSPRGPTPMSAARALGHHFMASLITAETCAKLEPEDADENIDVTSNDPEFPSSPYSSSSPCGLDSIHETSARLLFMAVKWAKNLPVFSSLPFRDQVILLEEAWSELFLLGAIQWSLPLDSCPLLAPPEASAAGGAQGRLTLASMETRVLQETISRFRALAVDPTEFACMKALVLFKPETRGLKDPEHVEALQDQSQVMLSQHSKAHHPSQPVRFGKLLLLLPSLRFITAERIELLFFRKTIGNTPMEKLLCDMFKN
# CaV13 FRET inh – Primary screen for inhibitors of IQ motif and Ca2+-dependent inactivation inhibitor domain binding in CACNA1D, Förster resonance energy transfer in living cells, …; HEK cells, CFP/YFP FRET ICDI-IQ, plate reader, 10 min; percent FRET-ratio fall versus neutral wells; inhibition, % at 12.3 µM; 340,000 compounds, 0.098% hits; AID 743397;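 active = mean replicate inhibition of at least 30% and at least 1% of replicates passing that level; inconclusive = only one of the two criteria is met; inactive = neither criterion is met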;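 note: 0% = median of the neutral control wells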
# TRPM1 prom inh – inhibitors of MITF-dependent TRPM1 promoter reporter, primary screen, cell-based, SK-MEL-5, single point, luciferase; SK-MEL-5 TRPM1 promoter luciferase, 24 h; inhibition, % at 12.5 µM; 330,000 compounds, 0.83% hits;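 active = mean inhibition across replicates of 60% or more, whatever share of single replicates reaches that level; inconclusive = some that reach 60%, reason not given; inactive = mean inhibition across replicates below 60%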; note: values of inactives mirror those of a sister screen read the other way
# Peg3 promoter – Peg3 promoter-driven luciferase inhibitors, primary screen, cell-based, HeLa, luciferase luminescence; HeLa PEG-Prom luciferase reporter, overnight; inhibition, % at 20 µM; 360,000 compounds, 1.7% hits; AID 588405, 2011;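 active = inhibition of at least 50% at 20 µM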
# NR2E3 ag-2 – inhibitors of NR2E3-RetCOR corepressor binding, primary screen, NR2E3 agonist project, biochemical, TR-FRET, GST-NR2E3, biotin-RetCOR; Photoreceptor-specific nuclear receptor (Homo sapiens), Q9Y5X4; 1536-well; inhibition of corepressor binding, % at 4.78 µM; 320,000 compounds, 0.12% hits; AID 2300, 2010;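 active = percent inhibition above the cutoff of mean plus 3 SD of all tested compounds, set per screening campaign, cut at about 20% in these data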;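 note: 0% = DMSO wells and 100% = biotin wells as full block of FRET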
#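 System: GST-tagged NR2E3 plus biotinylated RetCOR corepressor; Amount: 1.35 nM GST-tagged NR2E3 final; Dosing: single nominal compound dose of 4.8 µM; Schedule: 5 h incubation at 4 °C; Technique: TR-FRET with europium anti-GST and streptavidin-D2, 340 nm excitation; Controls: biotin wells as high control, 0.6% DMSO wells as low control.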
# PDI inh – inhibitors of human PDI, primary screen, biochemical, turbidity, single point, plate reader. PDI insulin aggregation turbidity, A650, 90 min. Protein disulfide-isomerase (Homo sapiens), P07237. 350,000 compounds, 0.052% hits. inhibition, % at 10 µM;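 active = mean inhibition across replicates of 30% or more, whatever share of single replicates reach that level; inconclusive = mean inhibition below 30% while every single replicate reaches 30%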;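 note: absorbance from insulin aggregation driven by PDI reduction with DTT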
# Target sequence (P07237 whole entry, looked up): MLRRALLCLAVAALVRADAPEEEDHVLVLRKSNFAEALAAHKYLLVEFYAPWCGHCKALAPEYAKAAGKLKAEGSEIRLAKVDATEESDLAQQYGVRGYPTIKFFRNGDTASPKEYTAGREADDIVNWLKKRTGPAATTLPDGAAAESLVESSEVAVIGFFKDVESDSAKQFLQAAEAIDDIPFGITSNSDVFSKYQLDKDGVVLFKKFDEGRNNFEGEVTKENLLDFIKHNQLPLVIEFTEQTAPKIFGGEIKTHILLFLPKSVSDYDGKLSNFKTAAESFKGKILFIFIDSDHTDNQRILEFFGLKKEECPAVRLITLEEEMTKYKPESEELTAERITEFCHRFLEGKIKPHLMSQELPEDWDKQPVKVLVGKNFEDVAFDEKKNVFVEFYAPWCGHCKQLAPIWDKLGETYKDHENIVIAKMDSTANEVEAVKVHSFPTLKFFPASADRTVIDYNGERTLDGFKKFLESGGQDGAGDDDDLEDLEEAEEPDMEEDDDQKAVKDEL
# HIF-2a block – HIF-2a reporter inhibitors, primary screen, luminescence, 786-0 RCC cells | 786-0 RCC cells HIF-2a reporter, luciferase luminescence, overnight | inhibition, % at 18.8 µM | 360,000 compounds, 0.72% hits | AID 624352, 2012;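 active = inhibition of the luminescence signal of 40% or more relative to plate controls, in a single-dose primary screen at 18.75 µM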
# KKLEB tox – cytotoxicity in KKLEB CF airway cells, primary screen, cytotoxicity control for CF NF-kB inhibitor project, cell-based, uHTS, fluorescence assay plates; KKLEB CF airway cells viability, ATPlite luminescence, overnight; hits give low values; cells stimulated with P. aeruginosa culture filtrate; activity change (cytotoxicity), % at 5 µM; 360,000 compounds, 0.36% hits; AID 602141, 2011;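 active = corrected activity change at or below -50% at 5 µM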
# Vif imaging – HIV Vif self-association inhibitors, primary screen, imaging, HEK293T, single point; 340,000 compounds, 0.35% hits; inhibition, % at 7.49 µM; HEK293T cells, Vif self-association by quenched fluorescence, 24 h; in the data active = inhibition above about 50%, passing the limit was not always enough; inconclusive = no clear call, values can overlap the other calls; inactive = below about 31%; note: some results filed as inactive read as strong as hits
# CF NFkB inh – inhibitors of PAF-induced NF-kB signaling, primary screen, cell-based, GFP fluorescence, uHTS. KKLEB NF-kB-GFP reporter, GFP fluorescence overnight. inhibition, % at 5 µM. 360,000 compounds, 0.86% hits. AID 588850, 2011;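 active = at least 50% inhibition at 5 µM, scaled per plate between neutral and stimulator controls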;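 note: PAF is a Pseudomonas aeruginosa culture filtrate used as stimulus; plate controls were PAF-stimulated DMSO wells for no effect and unstimulated DMSO wells for full effect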
# Shn3 3UTR inh – reduction of Shn3 3'UTR firefly luciferase signal, primary screen, Schnurri-3 inhibitor project, cell-based, Clone20 osteoblasts, set 2; Clone20 osteoblast Shn3 3'UTR firefly luciferase, 24 h; inhibition, % at 12.5 µM; 360,000 compounds, 0.52% hits; AID 588674, 2011;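 active = mean inhibition of at least 75% with every replicate also reaching 75%; inconclusive = mean inhibition at least 75% but some replicate below; inactive = mean inhibition below 75%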;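 note: 0% = median of neutral control wells and 100% = pilot-screen positive control compound; some compounds past the cut are filed as inactive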
# Numbers without * were called inactive; u = inconclusive; x = not tested or not shown. Compounds were not picked by outcome; 3.3% or so of the library scored in one or more.
SMILES,NR2E3 ag-1,CaV13 FRET inh,TRPM1 prom inh,Peg3 promoter,NR2E3 ag-2,PDI inh,HIF-2a block,KKLEB tox,Vif imaging,CF NFkB inh,Shn3 3UTR inh
Cc1ccc(NC(=O)CN2C(=O)NC(C)(c3ccc(Cl)cc3)C2=O)cc1 (stereo not drawn),-21,-7,-12,18,0,16,-11,1,-1,-1,-15
C=CCn1c(SCn2nnc3ccccc3c2=O)nnc1-c1ccc(Br)cc1,-20,-5,4,-53,3,2,-83,5,-3,4,-30
CCCC1=C(C(=O)OCC)C(c2cccs2)n2ncnc2N1 (stereo not drawn),-26,-18,-6,22,0,-7,15,8,-22,-14,4
COc1ccc(NC(=O)c2cc([N+](=O)[O-])ccc2N2CCCC2)cc1S(N)(=O)=O,-4,-7,-1,9,x,4,5,7,22,0,6
O=C1Nc2ccccc2/C1=C\C(=O)c1ccccc1,-51,-3,10,65*,4,-1,12,-14,-2,17,65
CC1(C)CC(NC(=O)CCc2ccccc2)CC(C)(C)N1,-22,-5,3,-10,3,6,7,-3,-8,2,-1
COc1cc2nc(-c3ccc(Br)o3)oc(=O)c2cc1OC,4,x,4,20,3,6,18,16,-3,28,-2
c1cnc(NC2CCCCCC2)nc1,-8,-8,-3,4,-2,-6,15,-9,-10,-9,5
CC1(c2ccccc2)CC(c2ccccc2)=C(C#N)C(=O)N1 (stereo not drawn),2,-11,3,0,x,-3,19,3,-4,16,-12
C/C(CC(=O)NC1CCCC1)=N\NC(=O)c1ccc([N+](=O)[O-])c(Cl)c1,8,-6,4,7,-1,-3,11,3,-4,10,-9
COC(=O)C1C(O)=C(C=Nc2ccc(N)cc2)C(=O)CC1(C)C (stereo not drawn),-12,-3,4,0,-2,-5,5,-6,5,1,6
COc1ccc(CNC(=O)C2(C)Cc3c(-c4ccc(N(C)C)cc4)ccnc3O2)cc1OC (stereo not drawn),-7,-4,x,4,x,4,1,-11,x,-10,-5
COc1ccc(Nc2c(C)cccc2C)cc1,-31,-3,-7,-1,-1,-8,16,2,1,-3,11
COc1ccc(C)cc1NC(=O)CSc1nnnn1Cc1ccccc1,12,-5,6,19,1,-9,11,-7,-12,6,7
N=Nc1c(O)n(CC(=O)Nc2ccccc2)c2ccccc12,6,-9,-6,-2,0,-10,26,15,-8,-12,-2
C=CCCC(=O)N1C[C@H]2CON(C)[C@H]2C[C@H]1c1ccc(Br)cc1,-9,-5,x,-2,x,11,12,-1,14,-2,12
CCc1nc2ccc(C(=O)N3CCN(C(=O)c4ccco4)CC3)cn2c1N(C)CCC(C)C,-28,-5,x,16,x,2,6,-1,3,14,-12
COc1ccc(OCC(=O)NC(=S)Nc2ccc3c4c(cccc24)CC3)cc1,-20,2,-7,-13,19,4,3,4,-2,-9,-15
Cc1c(C(=O)NCc2ccccc2C(F)(F)F)sc(=O)n1Cc1ccc2c(c1)OCO2,1,12,x,3,x,5,-3,-7,-4,-7,9
CC(C)CN(C(=O)COC(=O)c1ccc(Cl)nc1)c1c(N)n(Cc2ccccc2)c(=O)[nH]c1=O,-2,-7,-3,1,2,-1,1,21,-7,-3,-13
COc1ccc(CNc2nc(-c3cccnc3)nn2C(=O)CC(C)C)cc1,-20,0,1,3,-2,7,-23,-11,-3,5,-36
CN(C(=O)c1ccc2c(c1)OCO2)C1CCS(=O)(=O)C1 (stereo not drawn),1,-7,0,5,-1,-4,16,-11,-5,10,15
O=C(c1ccc(S(=O)(=O)N2CCOCC2)cc1)N1CCN(c2ccccn2)CC1,-10,-8,-9,-12,3,-3,-3,-11,24,7,-21
Cc1cnc(C(=O)Oc2ccc(-c3ccccc3)cc2)cn1,12,-4,-1,-64,2,18,-65,6,5,0,-19
CCOc1cc(C(=O)NCCN2C(=O)S/C(=C\c3cccnc3)C2=O)cc(OCC)c1OCC,-9,5,0,-3,-1,8,7,4,-3,16,-3
O=C(N/N=C/c1c[nH]c2ccc(Br)cc12)c1ccncc1,19,-4,11,-16,1,3,9,1,2,-13,-17
C=CCCC(=O)N1CCC(CCC(=O)NC2CC2)CC1,-18,-3,1,-10,1,4,2,17,10,-17,0
COc1cc(C(=O)NC(=S)Nc2ccc([N+](=O)[O-])cc2)cc(OC)c1OC,-11,-2,-15,11,1,3,11,-8,-1,-17,10
O=C(C1CC(=O)N(c2ccc3c(c2)OCCO3)C1)N1CCN(c2ccccc2O)CC1 (stereo not drawn),2,x,6,26,3,11,-2,6,-2,-17,8
CCCC(=O)Oc1ccc(N(C(=O)CCC)S(=O)(=O)c2cccc([N+](=O)[O-])c2)cc1,17,-7,-9,4,1,-6,19,1,x,23,-25
CC1CC(C)(C)NC2(CCCC2)N1 (stereo not drawn),8,-5,3,6,x,8,1,-5,4,20,-5
CCOC(=O)Cn1ccc(NC(=O)c2ccc(F)cc2)n1,-4,-20,-4,-4,-2,-42,5,2,-7,4,1
Cc1ccc2c(c1)C(=O)C(=O)N2CC(=O)OC(C)C,9,-7,7,17,1,-8,0,-12,1,12,-17
O=C(CCCCCn1c(=S)[nH]c2cc3c(cc2c1=O)OCO3)N1CCN(c2ccc(F)cc2)CC1,-14,-2,-4,-1,1,-8,10,6,u,46,9
Cn1c(=O)oc2cc(S(=O)(=O)NCCC(=O)Nc3ccc4c(c3)OCCO4)ccc21,6,-4,3,3,-3,-16,11,-17,14,19,-4
Cc1ccc(S(=O)(=O)N2CCOCC2)cc1C(=O)OCC(=O)NCc1ccccc1,-6,-8,-6,-3,0,-2,8,9,-3,7,11
CCN(Cc1ccccc1)C(c1ccccn1)c1nnnn1C1CCCCC1 (stereo not drawn),12,-6,6,37,0,0,24,3,-1,-11,34
COc1ccc(C2=NOC(C(=O)Nc3cc(C)on3)C2)cc1OC (stereo not drawn),10,0,-5,11,2,-2,16,-14,2,12,7
CCOC(=O)c1c(NC(=O)CSc2nnc(CNc3ccc(Cl)cc3)o2)sc(C)c1C,-10,-4,7,30,1,-2,27,0,-9,-6,7
COc1ccccc1-c1coc2c(CN3CCC(C)CC3)c(O)ccc2c1=O,4,-5,-6,3,7,-5,21,-8,5,1,2
Cc1ccc2c(c1)CCCN2C(=O)c1cc(C)c(C)s1,-16,-7,-3,-34,x,-7,-57,-2,-6,-9,-2
CC1CN(C(=O)Cn2cc(S(=O)(=O)CC(=O)N3CCOCC3)c3ccccc32)CC(C)O1 (stereo not drawn),-25,-3,1,19,3,-28,5,15,3,-20,4
CCCNC(=O)C1(C)CCN(C(=O)c2ccc(F)c(Cl)c2)C1 (stereo not drawn),-6,-2,x,10,x,-8,15,-2,1,12,-20
COc1cc2c(O)c3c(c(-c4ccc5c(c4)OCO5)c2cc1OC)C(=O)OC3,82*,-5,27,81*,2,-7,-6,-73*,19,76*,80
CN(C)S(=O)(=O)Nc1ccc(Br)cc1F,3,-4,-2,7,2,-2,11,0,23,-21,-10
O=C(c1cccs1)N1N=C(c2ccccc2)CC1c1ccccc1 (stereo not drawn),-1,-6,5,24,1,-4,8,-3,-4,-14,8
O=C(Nc1cc2c(cc1Br)OCCO2)c1ccc(=O)[nH]c1,-19,-2,15,-23,x,21,-6,-11,u,0,5
O=C(Nc1ccccc1F)C(=O)Nc1cccc2ccccc12,-121,-5,-68,-184,5,-2,-208,-4,17,-8,-68
COc1ccc(-c2c(-c3cc(OC)cc(OC)c3)n(C)c3ccc(-c4ccc5c(c4)OCCO5)cc23)cc1,9,-5,10,8,x,-8,1,0,0,-1,1
Cc1cc([N+](=O)[O-])c(=O)[nH]c1C,-21,-7,-1,2,x,3,3,0,9,9,-14

# (more compounds)
SMILES,NR2E3 ag-1,CaV13 FRET inh,TRPM1 prom inh,Peg3 promoter,NR2E3 ag-2,PDI inh,HIF-2a block,KKLEB tox,Vif imaging,CF NFkB inh,Shn3 3UTR inh
CCc1nnc(NC(=O)[C@@H](NC(=O)c2ccc(C(C)(C)C)cc2)C(C)C)s1,-29,-3,5,3,-2,4,4,2,7,-2,21
O=C(NCc1nc2ccccc2[nH]1)C1=C[C@H](c2coc3ccccc3c2=O)C[C@H](OCCCCO)O1,-10,-5,9,3,0,-4,10,-8,-3,9,14
CCN(CC)CCNC(=O)C(C)c1nn(CC)c(=O)c2ccccc12 (stereo not drawn),19,-9,7,3,-1,1,-3,-8,9,11,-7
CCCCN1CC(=O)N2Cc3[nH]c4ccccc4c3C[C@H]2C1=O,13,-5,-4,-16,4,14,-11,-1,-5,2,7
Cc1cnc(NC(=O)CCCc2nc3ccccc3s2)s1,109*,-3,14,98*,8,-4,-42,16,-1,84*,-47
Cc1cccc(OCC(O)Cn2c(NCc3cccnc3)nc3c2c(=O)[nH]c(=O)n3C)c1 (stereo not drawn),14,-1,-1,4,-2,3,19,-6,29,-6,-1
CC1(C)CC(=O)C(/C=N/n2cnc3ccccc3c2=O)=C(O)C1,-15,-4,-3,-5,-1,8,3,2,0,8,-18
COc1ccc(S(=O)(=O)N(C)C2CCS(=O)(=O)C2)cc1OC (stereo not drawn),9,-7,7,14,1,-1,-1,6,-1,1,3
COC(=O)c1sc(=S)n(-c2ccccc2OC)c1N,-10,-4,-4,-4,1,2,1,4,-8,-1,-9
Cc1ccc(S(=O)(=O)NNc2nc3ccccc3nc2C(F)(F)F)cc1,19,x,4,1,-3,9,6,1,12,-5,-5
O=C(CCS(=O)(=O)c1ccccc1Cl)NCCC1=CCCCC1,-20,-3,-39,-117,0,-2,-105,0,x,-5,-73
CCc1nc2ccc(C(=O)NCCc3ccc(OC)c(OC)c3)cc2nc1CC,8,-14,-10,13,-3,-7,12,4,-3,21,8

# Bioassay records from PubChem.
